Bioassay records: PubChem, NCI
NCI-60 one-dose screen, 48 h, at 10 µM unless noted. Numbers give growth in % (100 = growth as untreated, 0 = no growth, -100 = all killed).
UACC-62: UACC-62 melanoma; actives 5.4% (n = 81,000)
UACC-257: UACC-257 melanoma. actives 4.4% (n = 78,000)
LOX IMVI: LOX IMVI melanoma; actives 7.4% (n = 79,000)
MALME-3M: MALME-3M melanoma. actives 5.8% (n = 78,000)
SK-MEL-5: SK-MEL-5 melanoma; actives 6.4% (n = 80,000); AID 1794755
SK-MEL-2: SK-MEL-2 melanoma; AID 1794763; actives 4.7% (n = 77,000)
MDA-MB-435: MDA-MB-435 melanoma; actives 7.8% (n = 82,000); AID 1794794
SK-MEL-28: SK-MEL-28 melanoma. actives 4.1% (n = 81,000). AID 1794761
Numbers without * were called inactive; / = no result given; & = joins results of further samples; [ ] = dose if it differs, or a comment. How the source made its calls: active means growth percent below 10; inactive means the rest.

nr	Compound	UACC-62	UACC-257	LOX IMVI	MALME-3M	SK-MEL-5	SK-MEL-2	MDA-MB-435	SK-MEL-28
1	O=C1NC(=O)/C(=C/c2ccc(C3Oc4ccccc4C4CC(c5ccccc5)=NN43)cc2)S1 (configuration not stated)	100	108	68	108	100	102	105	111
2	Cc1cc(=O)c2c(ccc3c(=O)cc(C)[nH]c32)[nH]1	104	117[100 µM]	102	120	102	110	105	106
3	COc1cc(C2C3=C(COC3=O)Nc3cc4c(cc32)CCC4)cc2c1OCO2 (configuration not stated)	44	73	14	60	-42*	54	-12*	59
4	COc1ccc(-c2cc(C(=O)c3cc(C)c(C)cc3O)cn(NC(=O)OC(C)(C)C)c2=O)cc1	60	79	101	114	79	87	97	111
5	CSc1ccc(/C(=N/N=C(N)N)c2ccc(Cl)cc2)cc1	7.5*	58	-42*	23	-1.0*	-7.8*	-30*	49
6	COc1ccc(-c2cc(-c3cc(OC)c(OC)c(OC)c3)c(C#N)c(=O)n2CCCCCC(=O)NO)cc1	93	100	79	98	91	102	98	109
7	CC(C)C[C@H](NC(=O)OCc1ccccc1)C(O)C1CC1C(=O)C1CO1 (some centres not stated)	93	96	92	103	105	102	99	109
8	CCCCCCCCCCCCCCCC(=O)NCCO	90	101	98	99	103	104	106	113
9	C#CC[C@@H]1C[C@]2(C)[C@H]3CC[C@@H]4[C@H]5C(C(=C)C)CC[C@]5(C(=O)NCCCCCCCCN)CC[C@@]4(C)[C@]3(C)CC[C@H]2C(C)(C)[C@H]1OC(C)=O (some centres not stated)	108	119	55	111	98	112	76	113
10	COc1ccc(/C=C/C(=O)c2cc(O)ccc2O)cc1	102	76	103	100	/	101	76	109
11	O=C1/C=C/[C@@H](O)[C@@H]2C[C@@H](O)C[C@H]2/C=C/CCC[C@H](CCc2cccc3ccccc23)O1	12	26	-56*	-18*	-96*	-9.5*	6.1*	2.2*
12	CN(C)c1nc(N)c2nccnc2n1	98	111	95	/	107	98	106	118
13	CCc1ccccc1-n1c(=O)c(C#N)c(-c2ccc(O)cc2)c2c(=N)n(N)cnc21	94	111	103	113	107	102	118	127
14	COc1ccc(CCN2C(=O)/C(=C/C3=Cc4ccccc4OC3)SC2=S)cc1	95	105	106	105	109	110	115	114
15	CSc1nc(Oc2ccc(C(C)=O)cc2)c(C#N)c(-c2cccc([N+](=O)[O-])c2)n1	90	104	94	95	99	111	101	108
16	CC1=NN(c2ccccc2)C(=O)CC1	96	100	103	99	104	99	103	105
17	CCCCC(CN)(c1cccs1)c1cccs1	99	99	99	96	101	101	105	113
18	CCCCCCCCCCCCCCCCCCOc1ccccc1CCCOP(=O)(O)OCC[N+](C)(C)C	56	88	58	89	81	102	92	93
19	COC(=O)[C@]1(Cc2ccccc2)[C@H](C)C(=O)N1C[C@H](Cc1ccccc1)N(Cc1ccccc1)Cc1ccccc1	54	53	50	102	/	73	79	88
20	CCN(CC)c1nc(N(CC)CC)c2[nH]cnc2n1	96	96	90	104	93	110	88	102
21	C=C1C(=O)O[C@H]2[C@H]1CC/C(COC(=O)Nc1nc3ccccc3[nH]1)=C\CC[C@@]1(C)O[C@@H]21	54	76	70	49	84	68	46	61
22	C#C[C@]1(O)CC[C@H]2[C@@H]3CC=C4c5nc(Nc6ccccc6[N+](=O)[O-])sc5CC[C@]4(C)[C@H]3CC[C@@]21C	68	73	73	52	61	57	66	62
23	COc1cc(/C(C)=C(\c2ccc(Cl)cc2)c2ccc(OCCCN(C)C)cc2)ccc1F	102	95	18	77	96	104	77	98
24	COc1ccc2[nH]c(=O)c(O)c(-c3ccccc3)c2c1	/	101	98	104	97	94	107	105
25	Cc1cc(C(C)(C)C)cc(C=O)c1O	92	81	95	90	95	101	97	100
26	C=C1C(=O)O[C@H]2[C@H]1CC/C(CNC(=O)c1c[nH]c3ccc(F)cc13)=C\CC[C@@]1(C)O[C@@H]21	-37*	-68*	-88*	-2.6*	61	45	3.6*	-24*
27	NC(=O)c1c(Nc2ccccc2)nn2c(-c3ccc(Br)cc3)c(-c3nc4ccccc4s3)c(N)nc12	95	109	98	100	91	93	101	105
28	O=C1/C(=C/c2ccc(F)cc2)CN(C(=O)C(Cl)Cl)C/C1=C\c1ccc(F)cc1	-61*	-43*	-90*	-35*	-65*	-16*	-94*	-72*
29	CCOC(=O)C(CC)(CC(C)C)C(=O)OCC	102	92	94	97	105	97	108	114
30	CCN(CCO)C(C(=O)O)c1ccccc1 (configuration not stated)	105	101	96	102	102	97	108	115

Screen by screen, quoted from above.
SK-MEL-28, nos. 22 to 25, in order: 62, 98, 105, 100

Other records:
nr	Compound	UACC-62	UACC-257	LOX IMVI	MALME-3M	SK-MEL-5	SK-MEL-2	MDA-MB-435	SK-MEL-28
31	CCn1c2ccccc2c2cc(NC(=O)N3CCCCC3)ccc21	87	102	76	105	93	104	92	90
32	CCOC(=O)C(Cl)Cc1ccccc1 (configuration not stated)	112	93	103	121	103	/	100	116
33	COc1ccc2c(c1)c(-c1csc(-c3ccc4ccccc4c3)n1)cn2C	86	/	95	108	83	108	88	105
34	NC(CCl)=NCCC[C@H](N)C(=O)O	91	88	96	146	93	93	100	107
35	Nc1nc2cc(Cl)ccc2s1	105	101	98	114	107	119	103	116
36	COc1ccc(/C(C)=N\NC(N)=S)cc1OC	102	100	99	102	101	94	108	110
37	Oc1ccc(Br)cc1Sc1cc(Br)ccc1O	7.3*	52	44	41	2.5*	54	57	39
38	COc1nc2c(cc1S(=O)(=O)c1ccccc1)CCc1c-2cnn1-c1cccc(Cl)c1	71	79	94	79	88	89	63	86
39	O=C(NC1c2ccccc2Oc2ccccc21)OCCCl	78	93	112	103	104	93	102	93
40	CC(=O)c1cccc(NC(=O)Cn2cc(CN3C(=O)c4ccccc4S3(=O)=O)nn2)c1	92	110	97	105	101	99	102	108
41	Cc1csc(-c2nnc(Nc3ccc(Oc4ncccc4-c4ccnc(N)n4)cc3)c3ccccc23)c1	21	21	26	19	54	/	32	19
42	Cc1cc2c(c(C)c1Cl)C(=O)/C(=C/c1ccc(O)c(O)c1)O2	89	98	94	111	100	104	106	105
43	Cn1cc(-c2noc(C(=O)c3cn(C)c4ncc(Br)cc34)n2)c2cc(F)ccc21	71	95	88	52	82	104	37	93
44	CC(=O)Oc1ccc2c(C)cc(=S)oc2c1OC(C)=O	98	/	75	110	99	/	95	90
45	CCCCCCCCCCCCCCCCCCNC(=O)[C@H]1CSC(c2ccc(OC)cc2O)N1 (some centres not stated)	75	88	62	97	93	76	25	51
46	CCc1cc2ccccc2oc1=O	97	105	97	106	103	105	/	101
47	O=C(Nc1ccc(-c2nc3ccc(NC(=O)c4ccc(Cl)cc4)cc3[nH]2)cc1)c1ccc(Cl)cc1	0.6*	-16*	-50*	/	9.7*	-34*	-33*	7.5*
48	O=C(Nc1ccccc1C(=O)NCC1CC1)c1cccs1	98	/	102	131	99	113	105	110
49	CCNC(=O)Oc1ccc(/C(=C(\C)c2ccccc2)c2ccc(OCCN(CC)CC)cc2)cc1	59	-0.7*	65	81	34	98	71	63
50	Cn1c(N2N=C(c3ccc(Cl)cc3)CC2c2ccccc2)nc(-c2ccccc2)c(C#N)c1=O (configuration not stated)	59	/	71	98	55	78	84	94
51	COC(=O)N[C@H](C(=O)N[C@@H](Cc1ccccc1)[C@@H](O)CN(Cc1ccc(-c2ccccc2)cc1)NC(=O)[C@@H](NC(=O)OC)C(C)(C)C)C(C)(C)C	82	103	97	115	72	97	88	109
52	N#Cc1c(-c2ccccc2)[nH]c(-c2ccccc2)c1NS(=O)(=O)c1ccc(N)cc1	86	/	107	109	76	112	96	131
53	O=C1c2ccccc2C(=O)N1CO	98&94	111&101	103&95&103	131&99&108	106&101&108	106&113&103	112&103&103	106&111&120
54	C=C1CC[C@@H]2[C@]3(C)COC(c4ccccn4)O[C@@H]3CC[C@@]2(C)[C@@H]1CC(O)C1=CCOC1=O (some centres not stated)	92	100	65	107	103	104	95	101
55	CCOC(=O)c1[nH]n(-c2ccccc2)c(=O)c1C=NC(=S)c1cccnc1	102	92	95	/	98	93	103	112
56	Cc1ccc(S(=O)(=O)Oc2ccccc2Cl)cc1	89	94	106	108	92	/	87	106
57	COc1ccc(/C=C/C(=O)[C@@H]2CC[C@]3(CO)CC[C@]4(C)[C@H](CC[C@@H]5[C@@]6(C)CC[C@H](O)C(C)(C)[C@@H]6CC[C@]54C)[C@@H]23)cc1	73	89	86	92	75	103	81	95
58	Nc1c(C(=O)Nc2cccc3ccncc23)sc2nc3c(cc12)CN(Cc1ccccc1)CC3	79	105	102	104	98	115	91	111
59	COc1cc(C=C2C(=O)N(C)C(=O)N(C)C2=O)cc(CN2CCN(C)CC2)c1O	98	109	99	98	100	111	102	105
60	O=C(OCC1OC(n2cnc3c(=S)nc[nH]c32)C(OC(=O)c2ccccc2)C1OC(=O)c1ccccc1)c1ccccc1 (configuration not stated)	67	78	96	103	86	64	59	101

Fetched one by one from above:
nr	Compound	UACC-62	UACC-257	LOX IMVI	MALME-3M	SK-MEL-5	SK-MEL-2	MDA-MB-435	SK-MEL-28
54	C=C1CC[C@@H]2[C@]3(C)COC(c4ccccn4)O[C@@H]3CC[C@@]2(C)[C@@H]1CC(O)C1=CCOC1=O (some centres not stated)	92	100	65	107	103	104	95	101
58	Nc1c(C(=O)Nc2cccc3ccncc23)sc2nc3c(cc12)CN(Cc1ccccc1)CC3	79	105	102	104	98	115	91	111
49	CCNC(=O)Oc1ccc(/C(=C(\C)c2ccccc2)c2ccc(OCCN(CC)CC)cc2)cc1	59	-0.7*	65	81	34	98	71	63

The listing picks up; the two compounds before the break are reprinted first.
nr	Compound	UACC-62	UACC-257	LOX IMVI	MALME-3M	SK-MEL-5	SK-MEL-2	MDA-MB-435	SK-MEL-28
59	COc1cc(C=C2C(=O)N(C)C(=O)N(C)C2=O)cc(CN2CCN(C)CC2)c1O	98	109	99	98	100	111	102	105
60	O=C(OCC1OC(n2cnc3c(=S)nc[nH]c32)C(OC(=O)c2ccccc2)C1OC(=O)c1ccccc1)c1ccccc1 (configuration not stated)	67	78	96	103	86	64	59	101
61	CCOC(=O)c1[nH]c(C)c(C=O)c1C	103	93	104	101	104	105	89	109
62	CCOC(=O)c1ccc2c(c1)nc(NS(=O)(=O)c1ccc(C)cc1)n2-c1cc(OC)c(OC)c(OC)c1	88	105	98	97	98	98	100	102
63	COc1ccc(CNNC(=O)C2CCCCC2)c(OC)c1OC	102	102	106	105	101	107	102	111
64	COC(=O)c1ccc(Cn2cc(CSc3nc4ccccc4s3)nn2)cc1	90	94	102	102	106	97	95	98
65	O=C(Cn1nncc1CN1C(=O)CSC1=O)Nc1cccc(C(F)(F)F)c1	98	103	97	101	104	109	102	108
66	CSc1ccc(/C=N/Nc2n[nH]c(=S)n2N)cc1	92	98	97	104	101	102	104	106
67	COc1ccc(CN2C(=O)/C(=C\C(=O)c3ccc(OCCN4CCCCC4)cc3)c3ccccc32)cc1	73	99	8.8*	/	91	97	95	92
68	CC(C(=O)O)c1nc(-c2ccc([N+](=O)[O-])cc2)nn1-c1nc2ccccc2[nH]c1=O (configuration not stated)	93	105	/	102	100	111	103	98
69	CC(=O)[C@@H]1CC[C@]2(C#N)CC[C@]3(C)[C@H](CC[C@@H]4[C@@]5(C)CCC(=O)NC(C)(C)[C@@H]5CC[C@]43C)[C@@H]12	88	102	/	94	87	106	99	103
70	Cc1c(C(=O)NO)sc2ncnc(Nc3ccc(F)c(Cl)c3)c12	89	110	101	116	101	101	101	110
71	OCc1cnc2ccccc2c1NC1CCCCC1	100	92	99	111	97	100	100	110
72	c1ccc(CN2C(c3ccccc3)=Nc3ccccc3C2c2c[nH]c3ccccc23)cc1 (configuration not stated)	/	/	15	55	42	69	39	/

Taken from above.
For LOX IMVI, compound 72 reads 15
For UACC-257, compound 67 reads 99
For LOX IMVI, compound 70 reads 101
For SK-MEL-28, compound 63 reads 111
For MALME-3M, compound 68 reads 102
For SK-MEL-28, compound 62 reads 102
